LDHA block: blocks human lactate dehydrogenase A; purified LDHA, NADH/diaphorase-resazurin fluorescence; active compounds read low; AID 1347041; hit rate 0.15% among 480,000; activity change, % (values are at about 110 or 230 µM); P00338; in the data active means activity change below about -30%; inconclusive means mostly about -25% to -30%;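 further: plate controls were DMSO wells for no effect and wells without enzyme for full effect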
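Resorufin fluorescence (ex540/em590), read at 0 and 20 min after diaphorase/resazurin addition, reports the NADH left after a 5 min room-temperature reaction of 2 nM human LDH5 with 0.06 mM NADH and 0.2 mM pyruvate.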
An asterisk follows results filed as active; ? = inconclusive. Only part of the results is shown; the hit share may differ from the screen's.

Structure	LDHA block
O=Cc1cccn1-c1cc(Cl)ccc1Cl	0
CCC(=O)N1N=C(c2ccccc2NS(=O)(=O)CC)CC1c1ccco1 (configuration not stated)	-1
COc1ccccc1Oc1c(C)oc2cc(O)ccc2c1=O	11
Cc1c(C)c2ccc(OCC(=O)OCc3ccccc3)c(C)c2oc1=O	-1
CC(=O)N1C=Cc2ccccc2C1CC(=O)Nc1cccc(S(=O)(=O)N2CCOCC2)c1 (configuration not stated)	15
COc1cc(C(=O)N2CCC(CC(=O)NCCN3CCN(C)CC3)CC2)cc(OC)c1OC	-5
CC(Nc1ccc([N+](=O)[O-])cn1)c1ccc(Cl)c(Cl)c1 (configuration not stated)	-1
CC1Cc2nc(SCC(=O)N3CCCC3)n(-c3ccc(F)cc3)c(=O)c2S1 (configuration not stated)	-5

Two of these compounds in another layout:
| LDHA block | SMILES |
| --- | --- |
| 0 | O=Cc1cccn1-c1cc(Cl)ccc1Cl |
| -1 | CCC(=O)N1N=C(c2ccccc2NS(=O)(=O)CC)CC1c1ccco1 (configuration not stated) |

Going on with the list:
Structure	LDHA block
Cn1c(=O)c2c(ncn2CC(=O)Nc2nc(-c3ccc(C4CCCCC4)cc3)cs2)n(C)c1=O	11
COc1ccc(-c2nc(-c3ccc(Br)cc3)no2)cc1	0
O=C1CCN(C(=O)COc2ccc(Cl)cc2Cl)c2ccccc2N1	-1
O=C(NC1CCS(=O)(=O)C1)c1cc2ccccc2oc1=O (configuration not stated)	2
Cc1nn(Cc2cc(C(=O)O)c3ccccc3n2)c(C)c1Cl	-2
CNc1c(NC(=O)Cc2ccc(OC)c(OC)c2)c(=O)oc2ccccc12	-5
O=C(O)CCC(CNS(=O)(=O)c1ccc(Cl)s1)C(F)(F)F (configuration not stated)	3
CN(CC(=O)NC(=O)Nc1ccccc1F)Cc1cccc(C#N)c1	6

(further entries)
Structure	LDHA block
CCc1nnc(NC(=O)c2cc(C)nc3ccc(C)cc23)s1	-16
CCc1c(C(C)=O)oc2ccc(C)cc12	-14
Cc1ccccc1Cn1cc(NC(=O)c2cc(C(C)C)on2)cn1	-9
CCc1ccc(S(=O)(=O)N[C@@H](C)C(=O)NCc2cscn2)cc1	2
CCc1nnc(SCC(=O)Nc2ccc(Cl)cc2Cl)n1-n1cccc1	2
O=C(NCc1ccc(F)cc1)C1CCCN(C(=O)c2cccc(C(F)(F)F)c2)C1 (configuration not stated)	-5
Cc1nc(-c2ccc(C)c(S(=O)(=O)N3CCCC3)c2)cs1	1
Cc1ccc(S(=O)(=O)Nc2nc3ccccc3nc2N2CCN(c3ccccc3)CC2)cc1	0

Continuation:
Structure	LDHA block
Cc1ccc(-c2nc(CCNS(=O)(=O)c3cc(C)ccc3C)cs2)cc1	3
CC(C)c1ccc(CN(C(=O)Cc2n[nH]c(=O)c3ccccc23)C2CC2)cc1	1
CCOC(CNC(=O)CS(=O)Cc1nc(-c2cccc(OC)c2)oc1C)OCC (configuration not stated)	3
CCOC(=O)N1CCN([C@H]2CS(=O)(=O)C[C@@H]2S(=O)(=O)c2ccccc2)CC1	-4
O=C(NC1CC1)c1cc(-c2ccc(Cl)c(Cl)c2)nc2ccccc12	6
O=S(=O)(c1ccccc1)c1cnc2cc3c(cc2c1N1CCN(c2ccccc2)CC1)OCCO3	16
Cc1sc(-c2ccccc2)nc1-c1ccccc1	7
O=C(O)CCOc1ccc(Cl)cc1	0

New compounds follow:
Structure	LDHA block
COc1ccccc1-c1nc(SCc2cc(=O)n3c4c(sc3n2)CCCC4)n[nH]1	-33*
O=C(COc1c(I)cc(Cl)c2cccnc12)NCC1CC1	4
COc1ccc(C(=O)c2cc3ccccc3o2)cc1OC	4
CC(C)CC(=O)Nc1cc2c(cc1Sc1ccccc1Cl)n(C)c(=O)n2C	1
CC(C)C(NC(=O)c1ccccc1Cl)C(=O)NOCc1ccccc1 (configuration not stated)	-3
COc1cc(C2C(C(=O)OC(C)C)=C(C)Nc3nc4ccccc4n32)cc(OC)c1OC (configuration not stated)	-8
O=C(NCCc1ccccc1)c1cncc(Br)c1	9
O=C(NCc1ccc(-n2cccn2)nc1)c1cccc(NC(=O)c2ccco2)c1	5

Carrying on.
Structure	LDHA block
Fc1ccc(NC(=S)NCC(c2ccccc2)c2ccccc2)cc1	-1
COc1ccc(CCN2CNc3c(c(=O)[nH]c(=O)n3-c3cccc(Cl)c3C)C2)cc1OC	4
C/C(=N/NC(=S)NCc1ccccc1)c1ccncc1	2
S=C(NCCc1ccccc1)c1ccccc1	10
CC(C)(C)c1ccc(NC(=O)CCc2nc3ccccc3c(=O)[nH]2)cc1	7
c1ccc(-c2nc(C34CC5CC(CC(C5)C3)C4)cs2)cc1	-20
Cc1oc(-c2ccc(Cl)cc2)nc1CSc1nc2c(c(=O)[nH]1)CCC2	-1
Cc1ccc(C)c(Cn2c(-n3nc(C)cc3C)nc3c2c(=O)[nH]c(=O)n3C)c1	-6

More records follow.
Structure	LDHA block
CC(OC(=O)CSc1nc2ccccc2o1)C(=O)NC1(C#N)CCCCC1 (configuration not stated)	-1
Cc1cccc(C(=O)n2nc(NCc3cccs3)nc2NCc2cccs2)c1	?
Cc1oc(-c2ccccc2)nc1CC(=O)N1CCCC(C(F)(F)F)C1 (configuration not stated)	-4
COc1cccc(CN(C)C(=O)CSc2nc(-c3cccs3)nc3ccccc23)c1	14
CCOc1ccc(NC(=O)C(C#N)=C2CCC(C)CC2)cc1 (configuration not stated)	13
CCOc1ccc(S(=O)(=O)N2CCN(Cc3ncc(-c4ccccc4)o3)CC2)cc1	0
Cc1cc(Br)ccc1NC(=O)CNC(=O)CCc1ncc(-c2ccccc2F)o1	-3
COC(=O)c1ccc(Oc2coc3cc(OCc4ccc(Cl)cc4)ccc3c2=O)cc1	-3

(list continues)
Structure	LDHA block
Cc1cccc(NC(=O)CC2Nc3ccccc3NC2=O)c1C (configuration not stated)	-14
C=CCNC(=S)NC1CC1	-13
CCOc1cccc(C(C)NC(=O)N(C)Cc2ccc(C#N)cc2)c1 (configuration not stated)	8
Cc1cccc2sc(N(Cc3cccnc3)C(=O)c3ccc(Cl)s3)nc12	-1
CCOC(=O)COc1ccc2c(c1)O/C(=C\c1sccc1C)C2=O	7
CCOC(=O)NC(CNC(=O)c1ccccc1OC)CC(C)C (configuration not stated)	-18
COCCNC(=O)/C(C#N)=C\c1ccc(C(F)(F)F)cc1	-16
C=CCNCc1c(OCC)ccc2ccccc12	0

(next part)
Structure	LDHA block
CCOc1ccc(Nc2nc3ccccc3nc2NS(=O)(=O)c2cccc(Cl)c2)cc1	1
Cc1ccc(C(=O)OCc2ccc(C#N)cc2)cc1	-3
N#CC1(NC(=O)CSc2nccn2C2CC2)CCCCC1	5
Cc1ccc(-c2csc(NC(=O)c3cc(=O)c4ccccc4o3)n2)cc1C	-5
CCNS(=O)(=O)c1cccc(C(=O)N2CCCC2c2ccc(OCC)cc2)c1 (configuration not stated)	-8
O=C(Cc1n[nH]c(=O)c2ccccc12)N1CCN(c2ccccc2F)CC1	-1
Cc1cc(NC(=O)N(Cc2ccco2)C2CCCC2)no1	0
Cc1ccc2[nH]c3c(c2c1)CCCC3NCC12CC3CC(CC(C3)C1)C2 (configuration not stated)	1

Remaining list, next part
Structure	LDHA block
Cc1ccc(-c2csc(Nc3ccc(N(C)C)cc3)n2)cc1	-3
CCOC(=O)/C=C/c1cc(F)c(S(=O)(=O)N2CCN(S(=O)(=O)c3ccc4c(c3)OCCO4)CC2)cc1F	-16
Cn1cc(C(=O)NC2CCN(S(C)(=O)=O)CC2)c2ccccc21	0
COc1cc(Cl)c(C)cc1NC(=O)Cn1nc2ccc(SC3CCCCC3)nn2c1=O	-1
COc1cc(C2CC(=O)Nc3c2c(C)nn3-c2nncc(-c3ccc(C)cc3)n2)cc(OC)c1O (configuration not stated)	50
Cc1ccccc1N1CCN(CCS(=O)(=O)c2ccc(Br)cc2)CC1	3
Cc1ccc(NC(=O)c2cccc(NC(=O)NC(C)C)c2)cc1Cl	-6
CCOc1cc(/C=C/C(=O)c2ccc(C)cc2)cc(Br)c1O	10

(continued)
Structure	LDHA block
Cc1ccc(NS(=O)(=O)c2cc3c(cc2N2CCC2)NC(=O)CC3)cc1C	4
Cc1ccc(C(=O)Nc2ccccc2C(=O)Cc2ccccc2)cc1	-14
Cc1cc(NC(=O)c2cccnc2)c(C)cc1I	0
O=C(O)c1ccc(C(=O)c2ccc(Br)cc2)cc1	-8
Cc1ccc(CCC(=O)NC(C)c2cccnc2)c(C)c1 (configuration not stated)	-6
Cc1c(C(=O)N2CCCC2)c(S(=O)(=O)N2c3ccccc3CC2C)c(C)n1C (configuration not stated)	-4
Cc1ccc(CN(C(=S)NCC(=O)O)C2CCCCC2)cc1	-5
CCc1cccc(N2C(=O)CS(=O)(=O)C23C(=O)N(Cc2ccc(Cl)cc2)c2ccccc23)c1 (configuration not stated)	4

Next section.
Structure	LDHA block
CC(c1nnc(-c2cccs2)o1)N(C)Cc1ccc(Br)cc1 (configuration not stated)	1
CC(Sc1n[nH]c(C(C)C)n1)C(=O)c1c[nH]c2ccccc12 (configuration not stated)	27
Cn1c(=O)c2c(-c3ccccc3Br)[nH]cc2n(C)c1=O	14
CCCCCNc1nc2c(c(=O)n(Cc3ccccc3Cl)c(=O)n2C)n1C	3
C=CCSc1nc2c(c(=O)n(C)c(=O)n2C)n1CCc1ccc(OC)cc1	-9
N#C/C(=C/c1ccoc1)c1nc(-c2ccc(C3CCCCC3)cc2)cs1	4
Cc1ccc(NC(=O)c2ncoc2-c2ccc(C)o2)c(Cl)c1	2
Cc1ccc(NC(=O)c2ccoc2)cc1I	12

(cont.)
Structure	LDHA block
CCCOc1ccc2c(c1)sc1ncc(NC(=O)c3ccc(C(C)(C)C)cc3)c(=O)n12	4
CCc1ccc(C(=O)C(C#N)C(=O)NCc2ccccc2)cc1 (configuration not stated)	-16
CNC(=O)c1ccc(-c2nc(CN3CCN(C(=O)Nc4ccc(OC)cc4OC)CC3)c(C)o2)cc1	-8
O=C(/C=C/Nc1ccc(Cl)c(C(F)(F)F)c1)c1ccc(Br)cc1	4
Cc1nc2nc(NCc3ccccc3)[nH]n2c(=O)c1CCC(=O)Nc1cccc2ccccc12	-22
Cn1c(COc2ccccc2Cl)nnc1SCCn1cccn1	-11
O=[N+]([O-])c1c(Nc2ccccc2)cc(Cl)c2nonc12	4
CC(C)C(NC(=O)c1cccc(NC(N)=O)c1)c1ccc(Cl)cc1 (configuration not stated)	2

Continued:
Structure	LDHA block
Cc1ccc(C)c(NC(=O)CN2CCC(C(=O)N3CCCC3)CC2)c1	1
COc1ccc2oc(-c3ccc(NC(=O)CC(C)C)cc3)nc2c1	6
COCCCNC(=O)c1cc(Nc2ccc(C)c(C)c2)nc2ccccc12	5
O=C(COc1ccc2c(c1)CCC(=O)N2)NOCc1ccccc1	-5
COC(=O)c1cc(Oc2nc3ccccc3o2)cc(C(=O)OC)c1	2
CCC(=O)Nc1ccc2c(ccn2CCN2CCOCC2)c1	-5
Cc1cc(NC(=O)Cn2ccn3nc(-c4ccc(Cl)cc4)cc3c2=O)ccc1Br	-21
COc1ccc(-c2nc(CSc3ccc(S(=O)(=O)N4CCCCC4)cn3)no2)cc1	0

(further entries)
Structure	LDHA block
O=C(CCc1ncc(-c2ccc(Cl)cc2)o1)NC1CCS(=O)(=O)C1 (configuration not stated)	-6
O=C(COC(=O)c1ccc2ccccc2n1)Nc1cccc(Cl)c1	-14
CC(=O)NC(CCS(C)(=O)=O)C(=O)Nc1ccc(F)cc1 (configuration not stated)	-4
Cc1ccc(-c2noc(CN(C)C(=O)COc3ccccc3)n2)cc1	1
CCN(CC)S(=O)(=O)c1ccc(NC(=O)Cc2cn3ccsc3n2)cc1	-10
CC(C)NC(=O)c1cccc(NC(=O)Nc2cccc(Cl)c2)c1	?
COc1cc(C(=O)Nc2sc(C(=O)OC(C)C)c(C)c2C#N)cc(OC)c1OC	-8
COc1ccccc1N(C)S(=O)(=O)c1ccc(C(=O)Nc2c(C)cccc2C(C)C)cc1	11

4 of these compounds in a different format.
> CC(C)C(NC(=O)c1ccccc1Cl)C(=O)NOCc1ccccc1 (configuration not stated)
- LDHA block = -3
> COc1cc(C2C(C(=O)OC(C)C)=C(C)Nc3nc4ccccc4n32)cc(OC)c1OC (configuration not stated)
- LDHA block = -8
> O=C(NCCc1ccccc1)c1cncc(Br)c1
- LDHA block = 9
> O=C(NCc1ccc(-n2cccn2)nc1)c1cccc(NC(=O)c2ccco2)c1
- LDHA block = 5

The results go on:
Structure	LDHA block
Cc1ccc(Cl)cc1N1CCN(Cc2nc3c([nH]2)c(=O)n(C)c(=O)n3C)CC1	-2
Cc1ccc2ncn(Cc3ncc(-c4cccc(Cl)c4)o3)c(=O)c2c1	4
CC(C)C(=O)NC(NC(C)(C)C)C(Cl)(Cl)Cl (configuration not stated)	0
Cc1ccccc1NC(=O)c1c(NC(=O)COCC(=O)O)sc2c1CCCCC2	-15
COc1ccccc1NC(=O)C(C)Sc1nc2ccccc2nc1C (configuration not stated)	6
CCCn1c(=O)c2ccc(C(=O)NC(C)C)cc2n2c(SCc3ccccc3Cl)nnc12	-12
O=S(=O)(c1cccc2nsnc12)N(Cc1ccccc1)C1CC1	17
CCCCCCCc1c(C(=O)O)c2ccccc2c2ccccc12	1
COc1ccc(C(=O)Oc2ccccc2Cl)cc1I	8
